# High-throughput results from PubChem BioAssay.
# CHRM1 antagonist – human CHRM1 antagonism | inhibition, % at 3 µM | AID 588852 | P11229 | CHO-K1 hM1, Fluo-8 calcium fluorescence, ACh EC80 antagonist | 1.3% of 360,000 active;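 active means percent inhibition above its own plate's cutoff, namely the mean of that plate's compound wells plus 3 SD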;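 further: peak over basal fluorescence ratio during 140 s after agonist addition; 0% = ACh EC80 plus DMSO and 100% = DMSO alone without agonist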
# TAAR1 antag – antagonists of human TAAR1. inhibition, % at 3 µM. CHO RD-HGA16 TAAR1, Fluo-8 calcium fluorescence, antagonist. Q96RJ0. 1.5% of 360,000 active;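 active means inhibition above a per-plate cutoff, the mean inhibition of test compounds on that plate plus 3 SD, cut at about 49% in these data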;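 further: 0% = DMSO plus EC80 beta-PEA response and 100% = DMSO alone without agonist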
#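 Test system: RD-HGA16 CHO cells with stable hTAAR1 and Gα16 / Probe or stimulus: EC80 β-phenethylamine stimulus / Times: seeding 17-24 h prior, 75-min 37 °C, 30-min RT dye loading / Detection: Fluo-8 calcium-sensitive fluorescence / Read-out basis: % inhibition scaled between DMSO and EC80 PEA controls / Repeats: singlicate, one well per test compound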
# V1aR counter – counter-screen for oxytocin receptor agonists: human V1a receptor agonists; P37288; CHO-V1R cells, Fluo-8 calcium fluorescence, agonist mode; 0% DMSO, 100% 3 nM vasopressin; activation, % at 3 µM; 0.25% of 320,000 active; AID 2797;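 active means activation above the mean activation of all tested compounds plus 3 SD, per screening run, cut at about 20% in these data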;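 further: signal is peak over basal fluorescence ratio across a 100 second FLIPR read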
# Target sequence (P37288 whole entry, looked up): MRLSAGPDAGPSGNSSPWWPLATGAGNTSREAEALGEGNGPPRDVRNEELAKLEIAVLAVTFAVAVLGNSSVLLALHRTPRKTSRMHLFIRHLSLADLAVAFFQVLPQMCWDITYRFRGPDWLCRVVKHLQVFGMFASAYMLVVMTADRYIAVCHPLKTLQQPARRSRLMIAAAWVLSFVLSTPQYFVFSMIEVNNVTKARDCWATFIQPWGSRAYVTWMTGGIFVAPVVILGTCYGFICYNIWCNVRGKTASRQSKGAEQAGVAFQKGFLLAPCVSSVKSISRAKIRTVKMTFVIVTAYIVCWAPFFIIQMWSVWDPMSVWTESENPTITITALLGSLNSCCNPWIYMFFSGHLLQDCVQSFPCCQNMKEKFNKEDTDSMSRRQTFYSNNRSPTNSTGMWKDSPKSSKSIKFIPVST
# CHO parental Ca – counter-screen: ATP calcium response change in parental CHO cells | parental CHO-K1, ATP-induced calcium, Fluo-8 fluorescence | inhibition, % at 5.6 µM | 0.63% of 330,000 active | AID 463079;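 active means inhibition above that plate's mean sample inhibition plus 3 SD, cut at about 26% in these data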;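 further: 0% = ATP-challenged DMSO wells and 100% = DMSO wells without ATP; some compounds past the cut are filed as inactive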
#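 Assay system – parental CHO cells · Reagent – ATP stimulus · Detection – intracellular calcium via Fluo-8 no-wash fluorescent dye · Evaluation – percent inhibition of ATP-evoked calcium rise, normalized to controls · Controls – ATP wells versus no-ATP DMSO wells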
# TAAR1 agonist – agonists of human TAAR1. activation, % at 3 µM. 0.99% of 360,000 active. AID 624467. Q96RJ0. CHO RD-HGA16 TAAR1, Fluo-8 calcium fluorescence; vehicle wells 0%, saturating PEA agonist 100%;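 active means activation above the mean activation of all test compounds in the run plus 3 SD, cut at about 38% in these data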
#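 Repeats: no replicates (n 1) | Material: CHO-derived RD-HGA16 cells with stable Gα16 and human TAAR1 | Technique: Kinetic Fluo-8 calcium fluorescence | Schedule: 17-24 h seeding, 75 min 37 °C dye, 30 min RT | Evaluation: % activation from peak over basal fluorescence ratio, DMSO-to-PEA scaled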
# CHRM1 agonist – activates human CHRM1 receptor; CHO-K1 hM1, Fluo-8 calcium fluorescence, agonist mode; 0% DMSO, 100% acetylcholine EC100; activation, % at 3 µM; 0.33% of 360,000 active; AID 588814;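 active means activation above the run's mean compound activation plus 3 SD, cut at about 16% in these data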;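 further: peak over basal fluorescence ratio within a 140 s kinetic read after compound addition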
# OXTR potentiator – human OXTR potentiation; 0.061% of 320,000 active; AID 2445; CHO-OTR cells, Fluo-8 calcium fluorescence, potentiator mode; 0% = oxytocin EC15, 100% = EC100; activation, % at 3 µM;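 active means activation above that plate's cutoff, the mean activation of tested compounds plus 3 SD, cut at about 6.6% in these data, passing the limit was not always enough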;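 further: 100% uses oxytocin at 75 nM as the full agonist control; some results filed as inactive read as strong as hits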
# Target sequence (P30559 whole entry, looked up): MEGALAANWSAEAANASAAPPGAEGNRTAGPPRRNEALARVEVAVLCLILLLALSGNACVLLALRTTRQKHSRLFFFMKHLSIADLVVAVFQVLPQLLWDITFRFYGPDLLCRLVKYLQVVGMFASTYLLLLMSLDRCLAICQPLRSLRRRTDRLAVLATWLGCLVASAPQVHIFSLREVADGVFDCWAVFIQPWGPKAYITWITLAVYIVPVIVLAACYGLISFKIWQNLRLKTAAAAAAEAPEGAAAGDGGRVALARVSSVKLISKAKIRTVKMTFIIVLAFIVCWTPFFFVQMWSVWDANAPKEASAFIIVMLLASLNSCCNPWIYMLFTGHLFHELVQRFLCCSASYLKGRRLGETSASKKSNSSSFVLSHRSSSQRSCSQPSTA
#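 Dosing: Single dose, 3.0 µM nominal final compound concentration | Material: Human OTR in CHO cells | Technique: Kinetic Fluo-8 calcium fluorescence | Benchmarks: EC15 oxytocin alone as 0%, 75 nM oxytocin as 100% | Probe or stimulus: Oxytocin at about EC15, sub-maximal agonist stimulus | Incubation: Compound 6 min at room temperature before oxytocin, 100 s read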
# OXTR agonist – agonists of human oxytocin receptor. AID 2435. CHO-OTR cells, Fluo-8 calcium fluorescence; normalized: DMSO 0%, oxytocin 100%. 0.32% of 320,000 active. P30559. activation, % at 3 µM;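 active means activation above the mean of all tested compounds plus 3 SD, cutoff set per screening run, cut at about 20% in these data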;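 further: peak over basal fluorescence ratio from a 100 s FLIPR kinetic read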
# CHRM1 PAM – potentiates human M1 receptor response to acetylcholine. activation, % at 3 µM. P11229. CHO-K1 hM1, Fluo-8 calcium fluorescence, ACh EC20; 0% = ACh EC20, 100% = maximal ACh. 0.088% of 360,000 active; in the data active means activation above about 19%, passing the limit was not always enough
# * hit, by the source's call; x = no result given.
no.	smiles	CHRM1 antagonist	OXTR agonist	V1aR counter	OXTR potentiator	CHO parental Ca
1	CC(C)COP(=O)(OCC(C)C)C(Nc1ccccc1)c1ccc2c(c1)OCO2 (stereo not given)	23	-1.8	0.3	-2	-32
2	Cc1ccc(C(=O)CCC(=O)Nc2ccccc2C)c(C)c1	18	-0.7	-0.4	-8	-9
3	COc1ccc(CCN2CC(C(=O)O)CC2=O)cc1OC (stereo not given)	0	0.5	0.4	-6	-17
4	Cc1cc(C)c2c(N)c(C(=O)NCC3CCCCC3)sc2n1	-1	-2.3	-1.5	-5	-33
5	CCn1c(N)c(C(=O)NCc2ccc3c(c2)OCO3)sc1=S	-24	4.2	3.5	-4	-26
6	CCc1ccc(CC(=S)N2CCOCC2)cc1	-2	-1.5	0.4	-1	-10
7	COCCn1c(=S)[nH]c2cc(C(=O)NCc3ccccc3)ccc2c1=O	-14	x	x	x	x
8	C=CCNc1ncnc2ccc(Br)cc12	-8	4.0	4.0	-13	1
9	CCC1CCCN1Cn1cnc2c([nH]c3ccc(C)cc32)c1=O (stereo not given)	5	0.6	-0.3	-1	-7
10	CCc1cc(C(=O)c2ccc(C)cc2)c(NC(=O)CCl)s1	-6	-2.0	-1.0	-3	3
11	O=C(NCCNS(=O)(=O)c1ccccc1)c1ccc([N+](=O)[O-])cc1	-6	-0.8	0.4	-8	3
12	Cc1ccc(-c2cc(C(=O)N/N=C/c3c(C)nn(-c4ccccc4)c3C)n[nH]2)s1	13	x	x	x	x
13	CC(=O)Nc1ccc(NS(=O)(=O)c2ccccc2)cc1	-13	0.5	0.3	-6	18
14	CC(C)[C@]1(c2ccccc2)ON(c2ccccc2C(F)(F)F)C1=O	x	-0.3	-0.2	0	-20
15	COC(=O)c1cc(S(=O)(=O)N2CCN(c3ccc(F)cc3)CC2)c[nH]1	-1	6.8	7.5	-13	2

no.	CHRM1 PAM	CHRM1 agonist	TAAR1 antag	TAAR1 agonist
1	-14	-1	47	12
2	-5	-1	-3	5
3	4	-4	-6	10
4	-3	-4	6	14
5	5	-1	x	x
6	-3	-9	7	2
7	0	-3	6	1
8	10	0	-2	11
9	2	-7	8	-1
10	3	-3	-17	2
11	11	-1	-9	0
12	-3	-2	44	10
13	12	-4	8	4
14	x	x	x	x
15	0	1	-28	7

# Further records
no.	smiles	CHRM1 antagonist	OXTR agonist	V1aR counter	OXTR potentiator	CHO parental Ca
16	COc1ccc(N2CCN(C(=O)C3CCN(S(=O)(=O)c4ccc(C)cc4)CC3)CC2)cc1	3	1.1	2.3	-2	-6
17	CCOCCCNC(=O)c1ccc(/C=C2\Oc3ccccc3N(C)C2=O)cc1	-21	0.0	1.1	-12	-12
18	CCn1c(CC(=O)Nc2ccc(C)c(Cl)c2)nnc1SCCOc1ccc(OC)cc1	-1	2.6	2.1	-9	-17
19	CCc1nn(C(CC)C(=O)NCCCc2ccccc2)c(=O)c2cc3occc3n12 (stereo not given)	-12	-1.9	0.6	-2	-35
20	COc1ccccc1CCNS(=O)(=O)c1cc2c3c(c1)CCN3C(=O)CC2	17	-0.3	0.4	-10	-23
21	O=C(O)c1c[nH]c2c(C(F)(F)F)cccc2c1=O	-9	1.0	-0.4	0	-5
22	Cc1c(F)cccc1NS(=O)(=O)c1ccc(N2CCCC2=O)cc1	-1	x	x	x	x
23	CC(=O)Nc1ccc(C(=O)N2CCCCC2c2cc(C(=O)NCc3ccccc3)no2)cc1 (stereo not given)	-9	x	x	x	x
24	Cc1noc(C)c1S(=O)(=O)N1CCCC(C(=O)NCCC2=CCCCC2)C1 (stereo not given)	10	0.7	1.3	5	-5
25	Cc1cccc(Cc2nnc(CCC(=O)N(C)C3CCOC3)o2)c1 (stereo not given)	-3	0.3	-0.2	-4	-7
26	O=C(N/N=C/c1ccncc1)c1cccc(S(=O)(=O)Nc2ccc(Cl)cc2)c1	-10	-1.4	-0.7	-6	17
27	O=C(CSc1nc2ccccc2c(=O)n1CCCN1CCOCC1)Nc1ccc(Br)cc1	-1	1.8	0.6	-7	-24
28	CC(C)N1CCC(N2CCN(Cc3ccc4nonc4c3)CC2CCO)CC1 (stereo not given)	-4	0.7	1.1	-1	-14
29	Cc1ccc(C)c(S(=O)(=O)N2CCN(C(=O)c3ccncc3)CC2)c1	-2	-0.5	-1.3	-8	-9
30	O=C(c1cnc2ccc(Cl)cc2c1Cl)N1CCOCC1	-3	x	x	x	x

no.	CHRM1 PAM	CHRM1 agonist	TAAR1 antag	TAAR1 agonist
16	10	-11	-6	1
17	7	-3	-16	4
18	-1	-4	18	18
19	7	-5	-8	-2
20	-7	-2	-36	14
21	9	-5	6	17
22	8	-4	-8	2
23	4	-2	-11	0
24	-10	-3	18	5
25	14	-7	5	4
26	7	-1	-12	4
27	-3	-6	16	5
28	5	-7	-19	0
29	5	-3	-22	0
30	6	-4	0	6

# Next part
no.	smiles	CHRM1 antagonist	OXTR agonist	V1aR counter	OXTR potentiator	CHO parental Ca
31	O=C1NC(c2ccc(Cl)cc2)Oc2ccccc21 (stereo not given)	-12	-0.9	0.3	-4	-7
32	CC(C)C(NC(=O)c1ccccc1)C(=O)OCc1cc([N+](=O)[O-])cc2c1OCOC2 (stereo not given)	-1	3.0	5.5	-9	-10
33	O=C(CCC1CCCC1)NNC(=O)c1ccc(F)cc1	14	0.3	0.6	-1	-7
34	COc1cccc(CC(NC(C)=O)C(=O)NC2CCN(C(=O)Nc3ccc(C)cc3)CC2)c1 (stereo not given)	-19	x	x	x	x
35	COc1ccc2oc(C(=O)NCc3ccco3)c(C)c2c1	-12	-0.2	0.0	3	-11
36	CN(CC(=O)OCC(=O)NCc1ccccc1)S(=O)(=O)c1ccc(F)cc1	6	1.6	1.8	6	-14
37	COc1cccc(/C=N/NC(=O)c2cc(C34CC5CC(CC(C5)C3)C4)[nH]n2)c1	1	-1.1	0.2	-20	-14
38	CCC(CC)c1nnc(NC(=O)Cc2c[nH]c3ccccc23)s1	-8	x	x	x	x
39	COc1ccc(C(CNC(=O)c2ccco2)N2CCCC2)cc1 (stereo not given)	10	0.8	1.1	-3	-17
40	Cc1csc(SCC(=O)NC(=O)NC2CCCC2)n1	-3	-1.5	0.0	-12	-18
41	CCOC(=O)c1c(NC(=O)CSc2nnc(-c3ccco3)o2)sc(C)c1C	-8	0.5	-0.3	0	-20
42	COc1cccc(CNC(=O)C2CCN(c3nnc(N4CCCC4=O)s3)CC2)c1	-2	-0.2	-0.4	-4	-10
43	COc1cccc(N2CCN(C3CC(=O)N(c4ccc(C)c(Cl)c4)C3=O)CC2)c1 (stereo not given)	-8	2.8	4.9	-1	-18
44	O=C(NCCCO)/C(=C/c1ccco1)NC(=O)c1ccc(Br)o1	-3	0.8	0.3	-4	-6
45	Cc1ccc(S(=O)(=O)N2CCOCC2)cc1NC(=O)COC(=O)CCOc1ccc(C(C)(C)C)cc1	8	7.4	9.1	-12	-1
46	N#Cc1cccc(C(c2nnnn2C2CCCC2)N2CCC(Cc3ccccc3)CC2)c1 (stereo not given)	4	-1.6	1.6	-10	-25
47	O=C(NCc1ccc2c(c1)OCO2)c1ccc2c(c1)N(Cc1c(F)cccc1Cl)C(=O)CS2	40*	0.6	1.5	-8	-18
48	CCC(=O)Nc1ccc(NC(=S)NC(=O)/C=C/c2ccco2)cc1	-18	-0.4	1.8	-3	-10

no.	CHRM1 PAM	CHRM1 agonist	TAAR1 antag	TAAR1 agonist
31	4	-4	-9	0
32	1	-6	9	6
33	0	-2	-1	3
34	17	-1	10	0
35	11	-1	-13	-1
36	-2	-3	0	4
37	-1	-3	57*	9
38	12	0	-13	33
39	-11	-8	5	3
40	0	-13	-4	0
41	10	-2	-13	1
42	6	-4	-7	-1
43	4	-6	x	x
44	4	-7	11	0
45	-9	1	48	9
46	-2	-2	3	5
47	-26	-12	-9	12
48	14	-2	-2	3

# Taken from above:
# Entry of `O=C(CSc1nc2ccccc2c(=O)n1CCCN1CCOCC1)Nc1ccc(Br)cc1` under TAAR1 agonist: 5
# Entry of `Cc1ccc(C(=O)CCC(=O)Nc2ccccc2C)c(C)c1` under OXTR agonist: -0.7

# Entries listed so far that contain a Cl atom (seven):
no.	smiles	CHRM1 antagonist	OXTR agonist	V1aR counter	OXTR potentiator	CHO parental Ca
10	CCc1cc(C(=O)c2ccc(C)cc2)c(NC(=O)CCl)s1	-6	-2.0	-1.0	-3	3
18	CCn1c(CC(=O)Nc2ccc(C)c(Cl)c2)nnc1SCCOc1ccc(OC)cc1	-1	2.6	2.1	-9	-17
26	O=C(N/N=C/c1ccncc1)c1cccc(S(=O)(=O)Nc2ccc(Cl)cc2)c1	-10	-1.4	-0.7	-6	17
30	O=C(c1cnc2ccc(Cl)cc2c1Cl)N1CCOCC1	-3	x	x	x	x
31	O=C1NC(c2ccc(Cl)cc2)Oc2ccccc21 (stereo not given)	-12	-0.9	0.3	-4	-7
43	COc1cccc(N2CCN(C3CC(=O)N(c4ccc(C)c(Cl)c4)C3=O)CC2)c1 (stereo not given)	-8	2.8	4.9	-1	-18
47	O=C(NCc1ccc2c(c1)OCO2)c1ccc2c(c1)N(Cc1c(F)cccc1Cl)C(=O)CS2	40*	0.6	1.5	-8	-18

no.	CHRM1 PAM	CHRM1 agonist	TAAR1 antag	TAAR1 agonist
10	3	-3	-17	2
18	-1	-4	18	18
26	7	-1	-12	4
30	6	-4	0	6
31	4	-4	-9	0
43	4	-6	x	x
47	-26	-12	-9	12
